Bioassay records from PubChem.
SUMO1 PPI mod – alters human SUMO1 binding to SIM partners; SUMO1 binding to a labelled peptide, TR-FRET, 1 h; inhibition, % at 20 µM; hit rate 0.33% among 360,000; in the data active = inhibition above about 37%
Target sequence (P63165 whole entry, looked up): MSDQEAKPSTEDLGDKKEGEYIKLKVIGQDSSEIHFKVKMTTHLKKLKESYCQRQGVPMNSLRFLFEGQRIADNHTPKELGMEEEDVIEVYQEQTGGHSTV
DNMT1 block – DNMT1 (human) enzyme inhibition; P26358; hit rate 0.83% among 360,000; inhibition (reported as % activation of signal), % at 10 µM; AID 588458; DNMT1 molecular beacon, Hinp1I cleavage, fluorescence; in the data active = inhibition above about 50%
STEP inh – STEP (human) phosphatase inhibition. P54829. recombinant STEP, OMFP fluorogenic substrate, fluorescence. inhibition, % at 20 µM. hit rate 0.25% among 360,000;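 active = inhibition at 20 µM, scaled per plate between control wells, above about 37%, limit read from the data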;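 note: 0% = DMSO with enzyme and substrate and 100% = substrate only without enzyme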
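Also added – OMFP at 25 µM · Test system – STEP tyrosine phosphatase · Technique – FITC-channel fluorescence of OMFP product · Schedule – 20 min at room temperature, dark · Evaluation – control-normalized % inhibition with plate pattern correction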
CSN inh – inhibitors of human CSN-mediated cullin deneddylation; Q92905; Purified CSN, SCF-Nedd8-OG deneddylation, fluorescence polarization; hit rate 0.38% among 360,000; inhibition, % at 12.5 µM;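 active = pattern-corrected inhibition above about 35%, with an unprinted fluorescence ratio check between 0.5 and 1.5, limit read from the data, passing the limit was not always enough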;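 note: 0% = enzyme with substrate and 100% = substrate without enzyme; some results filed as inactive read as strong as hits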
Target sequence (Q92905 whole entry, looked up, one chain of several): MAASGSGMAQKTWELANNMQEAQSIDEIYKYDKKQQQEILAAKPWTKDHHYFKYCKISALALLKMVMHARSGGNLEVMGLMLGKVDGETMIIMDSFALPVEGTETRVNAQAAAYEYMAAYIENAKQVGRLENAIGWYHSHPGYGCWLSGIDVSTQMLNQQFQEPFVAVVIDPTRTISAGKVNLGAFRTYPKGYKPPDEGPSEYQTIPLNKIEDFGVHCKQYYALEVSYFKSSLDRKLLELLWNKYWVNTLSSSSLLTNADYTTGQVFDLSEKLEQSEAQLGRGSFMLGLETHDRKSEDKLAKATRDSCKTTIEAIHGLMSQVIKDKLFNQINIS
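Detection – fluorescence polarization · System – HEK293T-derived human Csn5 enzyme · Controls – substrate-only high control, full reaction low control · Timing – 90 min, room temperature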
Scp1 inh – Scp-1 (human) phosphatase inhibition | hit rate 0.88% among 340,000 | Recombinant Scp1, phosphopeptide, malachite green phosphate absorbance | inhibition, % at 20 µM | Q9GZU7;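 active = inhibition above about 50% at 20 µM, limit read from the data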;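 note: plate controls were DMSO wells with enzyme for no effect and wells lacking enzyme for full effect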
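Incubation: 45 min enzyme reaction at room temperature / System: truncated SCP-1 phosphatase (76-261aa) / Reagent: Phospho 17-mer peptide substrate / Buffer or medium: Acidic Tris acetate buffer with magnesium and detergent / Signal: absorbance at 630 nm / Doses: one concentration, 20 µM, with 1.0% DMSO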
LMPTP block – blocks human LMPTP phosphatase; hit rate 0.22% among 360,000; recombinant LMPTP-A, OMFP fluorogenic substrate, fluorescence intensity; AID 651560; P24666; inhibition, % at 20 µM;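 active = compounds that cut the enzyme signal by at least half of the control window in the single-dose screen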;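 note: plate controls were DMSO wells with enzyme plus substrate for no effect and substrate without enzyme for full effect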
Target sequence (P24666 whole entry, looked up): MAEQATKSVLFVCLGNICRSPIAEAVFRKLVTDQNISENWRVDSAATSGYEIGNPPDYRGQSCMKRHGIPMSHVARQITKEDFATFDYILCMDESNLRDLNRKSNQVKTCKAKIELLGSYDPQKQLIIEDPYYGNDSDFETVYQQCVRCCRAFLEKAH
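Material: LMPTP-A; amount: 0.625 nM enzyme; doses: single 20 µM dose; times: reaction 50 min, room temperature, dark; technique: fluorescence intensity of OMFP turnover product; benchmarks: no-enzyme and uninhibited controls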
Neddylation inh – inhibitors of human cullin neddylation; hit rate 0.58% among 360,000; TR-FRET cullin neddylation, biochemical; P61081+Q13564; calls only at 25 µM; AID 651699; in the data active = inhibition above about 36%
Rpn11 block – Rpn11 (human) deubiquitinase inhibition | O00487 | human 26S proteasome, Ub4-pepOG fluorescence polarization; 20S core pre-blocked with epoxomicin | hit rate 0.59% among 360,000 | calls only at 20 µM;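 active = inhibition at 20 µM, scaled to each plate's controls, above about 33%, limit read from the data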
Target sequence (O00487 whole entry, looked up): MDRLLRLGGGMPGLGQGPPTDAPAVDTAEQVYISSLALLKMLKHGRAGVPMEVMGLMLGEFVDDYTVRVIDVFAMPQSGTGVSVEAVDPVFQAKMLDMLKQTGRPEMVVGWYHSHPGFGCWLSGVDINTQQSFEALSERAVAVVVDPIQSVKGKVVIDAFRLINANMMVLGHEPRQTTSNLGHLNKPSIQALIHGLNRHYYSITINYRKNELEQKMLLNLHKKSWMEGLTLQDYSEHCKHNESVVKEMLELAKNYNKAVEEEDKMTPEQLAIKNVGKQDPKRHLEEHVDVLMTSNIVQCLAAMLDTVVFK
Rin1-Abl PPI inh – blocks binding of human Rin1 to Abl. P00519+Q13671. TR-FRET Rin1/Abl binding, biochemical. inhibition, % at 7.35 µM. hit rate 0.4% among 360,000. AID 588664; in the data active = inhibition above about 5%, passing the limit was not always enough
NadD inh – NadD (S. aureus) enzyme inhibition. purified NadD enzyme, colorimetric absorbance read-out. inhibition, % at 20 µM. hit rate 0.78% among 360,000. AID 602399; in the data active = inhibition above about 26%; note: some compounds past the cut are filed as inactive
* = called active by the depositor; i = inactive; nt = no result given.

SMILES | SUMO1 PPI mod | DNMT1 block | STEP inh | CSN inh | Scp1 inh | LMPTP block | Neddylation inh | Rpn11 block | Rin1-Abl PPI inh | NadD inh
Cc1ccc(C2=NN(C3=NN=C(N)Cc4ncnn43)C(O)(C(F)(F)F)C2)cc1 (configuration not stated) | 2 | 2 | -3 | -1 | -7 | -1.4 | nt | i | 0 | 2
O=C(c1ccco1)N1CCN(Cc2cc(=O)c(OCc3ccccc3Cl)co2)CC1 | 4 | 1 | 0 | -5 | -5 | -0.6 | i | i | 14* | 3
Cc1cccc(C)c1NC(=O)Nc1ccccc1-n1ccnc1 | -5 | 0 | -3 | 1 | -4 | -0.5 | i | i | 0 | -2
CC(=O)OCC[n+]1c(C)n(-c2ccccc2)c2ccc(Cl)cc21 | -3 | 2 | -1 | 5 | 90* | -2.0 | i | i | 2 | 23
COc1ccc(-c2noc(CCC(=O)NCC3CCCO3)n2)cc1 (configuration not stated) | 3 | -1 | 3 | 0 | -1 | -2.3 | i | i | 0 | -8
Cc1ccc(S(=O)(=O)NCCC(=O)OCc2ccc([N+](=O)[O-])cc2)cc1C | -12 | 2 | 4 | 1 | -8 | 0.2 | i | i | 2 | -5
Cc1cc(C)cc(NC(=O)CSc2nnc(-c3cc(C)[nH]n3)n2N)c1 | 1 | 2 | -5 | 0 | 1 | -1.6 | i | i | 2 | 0
Cn1c(SCc2cccc(Cl)c2)nc(C(F)(F)F)cc1=O | 2 | -2 | 3 | -2 | -8 | 2.8 | i | i | 3 | -6
NC(=S)NNc1cccc2cccnc12 | 11 | -11 | 3 | 10 | 4 | 50* | i | i | -2 | 34*
CCCCN1CC(=O)N2[C@H]3c4ccc(OC)cc4OC[C@@H]3[C@H](c3ccccc3)[C@]2(C)C1=O | 5 | 0 | -2 | -6 | -11 | 0.5 | i | i | 8 | -2
Cn1c(SCC(=O)NCC2CCCO2)nc2scc(-c3ccccc3)c2c1=O (configuration not stated) | -1 | 3 | 0 | -2 | -5 | -0.6 | i | i | -4 | -6
CC(=O)Nc1ccc(S(=O)(=O)NCC(=O)NNC(=O)COc2ccccc2Cl)cc1 | -1 | 1 | 0 | 3 | -3 | -0.8 | i | i | -2 | 1
CC(C)C(NC(=O)C1(NC(=O)OCc2ccccc2)CCCC1)C(=O)O (configuration not stated) | -3 | 0 | 1 | -3 | 5 | -2.0 | i | i | 2 | 0
COCCNC(=S)NNC(=O)c1cccs1 | 2 | 1 | -2 | -1 | 2 | -1.2 | i | i | -2 | -10
O=C(CSc1ccccn1)N1CCNC1=O | 4 | -1 | 1 | 3 | 0 | -1.8 | i | i | 1 | -1
O=c1[nH]c(-c2ccc(O)cc2)nc2scc(-c3cccs3)c12 | -6 | -3 | -1 | 3 | -14 | 0.6 | i | i | -2 | -3
CC(OC(=O)c1cccc([N+](=O)[O-])c1)C(=O)NCc1ccc2c(c1)OCO2 (configuration not stated) | -34 | 1 | 4 | 2 | 1 | 2.7 | i | i | 1 | -7
Cc1ccc2c(c1)cc(CN(Cc1ccco1)C(=O)N1CCOCC1)c1nnnn12 | -2 | 1 | -3 | 4 | -1 | 0.0 | i | i | 1 | -2
CCOCCCNCC(=O)Nc1cc(S(=O)(=O)N2CCOCC2)ccc1N1CCOCC1 | -2 | 3 | -1 | 0 | -5 | -0.4 | i | i | 3 | -5
Cc1oc(-c2ccccc2Cl)nc1CS(=O)(=O)CC(=O)NCCc1ccccc1 | 4 | -5 | 1 | 6 | -12 | -1.0 | i | i | 0 | -3
CC(C)c1ccc(/C=C/C(=O)NC(=S)NN2CCOCC2)cc1 | -15 | 1 | 1 | 3 | -2 | -0.9 | i | i | -4 | 3
NC(=O)CSC1=N/C(=C\c2ccco2)C(=O)N1c1ccc(OC(F)F)cc1 | -11 | 2 | 1 | 14 | 7 | 1.2 | i | i | 2 | -5
COc1ccc(Cl)cc1-c1nc(SCC(=O)NC(C)C(C)C)n[nH]1 (configuration not stated) | 4 | -2 | -3 | -1 | 0 | 0.2 | i | i | -1 | 0
O=C(CSc1nnnn1-c1cccc2ccccc12)N1CCOCC1 | -1 | 2 | 0 | 3 | -6 | -1.2 | i | i | -3 | -2
OCCC1CN(Cc2cnn(-c3ccc(F)cc3)c2)CCN1Cc1ccsc1 (configuration not stated) | -2 | 0 | -1 | 2 | 1 | -1.4 | i | i | -3 | -4
O=C(CC12CCC(CC1)C2)NCc1ccc2c(c1)OCO2 | -1 | 5 | -2 | 3 | 8 | -2.3 | i | i | 3 | -3
CN(CC(=O)Nc1ccc(Cl)c(Cl)c1)C1CCCCC1 | -6 | 7 | -1 | 0 | -6 | -1.8 | i | i | -1 | -4
CC(=O)Nc1ccc(S(=O)(=O)Nc2ccc(S(=O)(=O)Nc3ncccn3)cc2)cc1 | 8 | 1 | -1 | 0 | -2 | -1.0 | i | i | 0 | -6
COc1cccc(NC(=O)CSc2nnnn2C2CCCCC2)c1 | 0 | 2 | 0 | -3 | -1 | -0.2 | i | i | -1 | 3
COC(=O)C1=C(C)NC2=C(C1c1ccc(O)cc1)S(=O)(=O)c1ccccc12 (configuration not stated) | -7 | -7 | 1 | 2 | -7 | 0.8 | i | i | -1 | 1

Some entries already given, showing only NadD inh:
| SMILES | NadD inh |
| --- | --- |
| CC(OC(=O)c1cccc([N+](=O)[O-])c1)C(=O)NCc1ccc2c(c1)OCO2 (configuration not stated) | -7 |
| Cc1ccc2c(c1)cc(CN(Cc1ccco1)C(=O)N1CCOCC1)c1nnnn12 | -2 |

Pulled by compound from the list above (five):
SMILES | SUMO1 PPI mod | DNMT1 block | STEP inh | CSN inh | Scp1 inh | LMPTP block | Neddylation inh | Rpn11 block | Rin1-Abl PPI inh | NadD inh
COc1cccc(NC(=O)CSc2nnnn2C2CCCCC2)c1 | 0 | 2 | 0 | -3 | -1 | -0.2 | i | i | -1 | 3
CN(CC(=O)Nc1ccc(Cl)c(Cl)c1)C1CCCCC1 | -6 | 7 | -1 | 0 | -6 | -1.8 | i | i | -1 | -4
O=C(CSc1nnnn1-c1cccc2ccccc12)N1CCOCC1 | -1 | 2 | 0 | 3 | -6 | -1.2 | i | i | -3 | -2
CC(C)c1ccc(/C=C/C(=O)NC(=S)NN2CCOCC2)cc1 | -15 | 1 | 1 | 3 | -2 | -0.9 | i | i | -4 | 3
COc1ccc(Cl)cc1-c1nc(SCC(=O)NC(C)C(C)C)n[nH]1 (configuration not stated) | 4 | -2 | -3 | -1 | 0 | 0.2 | i | i | -1 | 0

Later entries.
SMILES | SUMO1 PPI mod | DNMT1 block | STEP inh | CSN inh | Scp1 inh | LMPTP block | Neddylation inh | Rpn11 block | Rin1-Abl PPI inh | NadD inh
CCOC(=O)[C@]12CCC=C1N(CCC1=CCCCC1)C(=O)[C@H](CC(=O)NCc1cccc3ccccc13)C2 | 3 | nt | nt | -4 | nt | 2.0 | i | nt | nt | 2
COC(=O)C1=C(O)/C(=C\c2ccc(OCC(=O)Nc3ccccc3OC)cc2)N=C1C | 1 | -9 | -3 | 0 | -9 | -0.3 | i | i | 0 | -10
Cc1cc(Nc2ccc(F)cc2)n2nc(C)nc2n1 | 2 | 0 | 0 | 0 | -1 | -0.9 | i | i | 1 | 0
CCOC(=O)C(CC)n1cnc2c(nnn2-c2cccc(OC)c2)c1=O (configuration not stated) | 0 | 3 | -2 | -2 | -12 | -0.2 | i | i | -1 | -2
COc1cccc(C(=O)Nc2ccc(S(=O)(=O)N3CCCCC3)cc2)c1OC | 2 | 0 | -1 | -1 | 0 | 1.3 | i | i | -2 | -3
CCN1C[C@@H]2[C@@H]3C(=O)N(Cc4ccccc4)C(=O)[C@@H]3[C@](CC)(C1=O)N2C(=O)c1ccc(F)cc1 | 3 | 1 | -1 | -5 | -2 | -1.4 | i | i | -1 | -2
CC#CC(=O)NC1CCCN(C2Cc3ccccc3C2)C1 (configuration not stated) | 4 | -9 | 3 | -2 | 1 | 0.3 | i | i | 1 | -3
CCn1cc(C(=O)N2CCN(Cc3ccc4c(c3)OCO4)CC2)c(=O)c2ccc(C)nc21 | 0 | -1 | -2 | -6 | 1 | 1.3 | i | i | 3 | 1
CCC(O)C(C)(C)C (configuration not stated) | 3 | -1 | -2 | 2 | 9 | 1.5 | i | i | 1 | 6
COc1cc(CC(=O)N(c2ccccc2)c2nc(C)cs2)cc(OC)c1OC | -2 | -2 | 1 | -5 | -11 | 0.4 | i | i | -1 | 2
COc1ccc(-n2ncc3c2CC(C)(C)CC3NC(=O)C2=CC(=O)CC(C)(C)O2)cc1 (configuration not stated) | 0 | 1 | 0 | -1 | 0 | 0.6 | i | i | 1 | 5
CCc1ccc(NC(=S)Nc2ccc3[nH]c(=O)[nH]c3c2)cc1 | 0 | 0 | 3 | -1 | -1 | 1.4 | i | i | 1 | 1
O=C(Cc1coc2cc3c(cc12)CCC3)NCC1(N2CCCCC2)CCCCC1 | 3 | 1 | 2 | 5 | 1 | 2.2 | i | i | -1 | -2
COc1ccc(C(=O)N[C@H](C(=O)NCC2CCCCC2)C(C)C)cc1 | 1 | -1 | -1 | 6 | 1 | 0.0 | i | i | 0 | -3
COc1ccccc1C(=O)Oc1ccc2ccc(=O)oc2c1 | -7 | 12 | 3 | 0 | -1 | 1.7 | nt | i | 4 | 0
Clc1ccc(C=NN2CCCCCC2)cc1 | 2 | -1 | 0 | 0 | 0 | 1.0 | i | i | 3 | 0
Cc1ccc(NC(=O)COC(=O)CN2CCSC2=O)cc1F | -6 | 1 | -2 | -4 | nt | 0.6 | i | i | -3 | 4
CCC1CCCCN1C(=O)CSc1nnc(-c2ccco2)o1 (configuration not stated) | 1 | -3 | 1 | -4 | 5 | -0.7 | i | i | -1 | 1
CCc1ccccc1NC(=S)NCC1CCN(c2ccc(OC)cc2)C1 (configuration not stated) | 1 | -6 | -2 | 4 | 1 | 1.0 | i | i | -2 | 1
CCCN(CC(=O)Nc1ccccc1OC)C(=O)c1ccc(S(=O)(=O)Nc2ccccc2OC)cc1 | -7 | -1 | -3 | -6 | -2 | 0.3 | i | i | 4 | -7
COc1ccc(OC)c(NC(=O)C2CCCN2C(=O)NC2CCCCC2)c1 (configuration not stated) | 5 | 1 | 0 | -3 | -1 | -1.0 | i | i | 3 | 0
O=C(CN1C(=O)NC2(CCCC2)C1=O)Oc1ccc2ccc(=O)oc2c1 | -2 | 0 | 2 | 0 | -2 | -1.9 | nt | i | 0 | -7
CN(C)c1ccc(NC(=O)Nc2cccc(Cl)c2)cc1 | -1 | -16 | 4 | 1 | -6 | 0.6 | i | i | -1 | -1
CCOC(=O)c1cnn2cc(-c3[nH]ncc3[N+](=O)[O-])cnc12 | -5 | -1 | -2 | -7 | -5 | 2.3 | i | i | 0 | -1
CC1(c2ccccc2)NC(=O)N(Cc2ccc([N+](=O)[O-])cc2)C1=O (configuration not stated) | -17 | 3 | 0 | -2 | -14 | -2.0 | i | i | -1 | -4
N#Cc1ccc(Nc2nc(-c3ccc(O)cc3O)cs2)cc1C(F)(F)F | 12 | -31 | -4 | 3 | -12 | 5.5 | i | i | -3 | 5
COc1nccnc1NS(=O)(=O)c1ccc(N=Cc2c(C)[nH]n(-c3ccccc3)c2=O)cc1 | -1 | -4 | 1 | -3 | -8 | -0.7 | i | i | -2 | 5

Rows are unselected; about 3.8% have a hit in one of these screens.
